Compound activity (PubChem)
TGFb inhibitor: inhibitors of TGF-b signaling | HepG2 CAGA-GFP TGF-b/SMAD3 reporter, GFP fluorescence, 18 h; TGF-beta stimulated, 500 pg/mL final | Potency, µM (series often up to 46.1 µM), for inactives: top-dose activity, negative = inhibition, hits mostly inhibitors | actives 1.2% (n = 410,000); further: potency means the concentration at half of the fitted maximal effect; on the % scale 0 is the no-effect control and ±100 the full control effect; nearly all actives have a fitted effect of over 65% in size
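Read-out: total well GFP (ex488/em500-530) summed from mean per-cell fluorescence. Cells: HEPG2 CAGA-GFP, 1% FBS DMEM, 18 h at 37 degrees C with 500 pg/mL final TGF-beta. Unstimulated wells served as the full-inhibition control; stimulated DMSO wells = 0%.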
A549 tox: counter-screen for Nrf2 inhibitors: cytotoxicity in A549 cells; A549 ARE-Fluc cells, CellTiter-Fluor viability, 18-24 h; Potency, µM (top dose mostly 46 µM), inactives show top-dose activity change, negative = cytotoxicity, actives largely listed as inhibitors; actives 0.16% (n = 390,000); AID 504648; further: potency means the concentration at half of the fitted maximal effect; on the % scale 0 is the no-effect control and ±100 the full control effect
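Cytotoxicity counterscreen: CellTiter-Fluor fluorescence was measured in A549 ARE_Fluc cells after 18-24 h of compound exposure in a concentration series. The subsequent BugLite luminescent read reports ARE-luciferase activity.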
CCT modulator: modulators of cytosolic chaperonin (CCT/TRiC) activity. actives 0.3% (n = 360,000). AID 651819. activity change, % (concentration not given with the values), hits read low. purified chaperonin ATPase assay, HTRF ADP detection, 30 min; in the data active means activity change below about -30%; further: on the % scale 0 is the no-effect control and ±100 the full control effect
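ATPase activity: ADP formed was measured by HTRF Transcreener (665/615 nm ratio) after 30 min at 37 deg C with 10 uM ATP. Compounds screened at one 76 uM concentration against 40 or 20 nM TRiC in Tris pH 7.4/KCl/MgCl2/DTT buffer.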
HepG2 tox: kills HepG2 cells in TGF-b inhibitor counter-screen; HepG2 CAGA-GFP viability, ATP luminescence, 18 h; Potency, µM (series often up to 46.1 µM), without a hit: top-dose activity change, negative = cytotoxicity, hits mostly cytotoxic; actives 0.76% (n = 410,000); AID 588856; further: potency means the concentration at half of the fitted maximal effect; some results filed as inactive show a strong effect at the top dose
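CellTiter-Glo luminescence gave cytotoxicity after 18 hours at 37 degrees C. The cells were HepG2 CAGA-GFP in 1% FBS DMEM, stimulated with 500 pg/mL TGF-beta after compound addition. %Activity was normalised to no-cell wells (complete cell-killing) and DMSO (no toxicity), and curves were fitted and classified.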
MmCpn inh: M. maripaludis TRiC chaperonin inhibition; actives 0.031% (n = 330,000); Potency, µM (titrated, usually from 76.9 µM), inactives show at the top dose activity, negative = inhibition, most hits filed as inhibitors; purified Mm-Cpn ATPase, ADP Transcreener TR-FRET; further: potency means the concentration at half of the fitted maximal effect; on the % scale 0 is the no-effect control and ±100 the full control effect; nearly all actives have a fitted effect of over 80% in size
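25 nM Mm-CPN + cpd, 10 min 37°C; + 10 uM ATP, 30 min 37°C; buffer 30 mM Tris pH 7.4, 100 mM KCl, 5 mM MgCl2, 1 mM DTT; Transcreener ADP HTRF detection 30 min RT.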
Nrf2 inh: blocks Nrf2 signaling; A549 ARE-Fluc reporter, luciferase luminescence, 18-24 h; Potency, µM (titrated, usually from 46 µM), without a hit: at the top dose activity change, negative = inhibition, most hits filed as inhibitors; actives 2.1% (n = 360,000); AID 504444; further: potency means the concentration at half of the fitted maximal effect; on the % scale 0 is the no-effect control and ±100 the full control effect; nearly all actives have a fitted effect of over 60% in size
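Nrf2 function is reported as luminescence of an ARE-controlled luciferase in A549 cells. Compounds were tested at several concentrations, and a CellTiter-Fluor read on the same wells flagged cytotoxicity.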
pAkt inh: Akt phosphorylation inhibition; activity change, % for hits at 50 µM; Neuro2A IGF-stimulated pAkt S473 HTRF, 20 min; hits give low values; actives 0.32% (n = 360,000); AID 651550; in the data active means activity change below about -80%; inconclusive means mostly about -51% to -80%; further: on the % scale 0 is the no-effect control and ±100 the full control effect
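Single-point screen (50 µM final compound) in Neuro2A cells stimulated 20 min with 6 nM IGF at 37 deg C. After lysis, Ser473-phosphorylated Akt read by HTRF (ex 330 nm, em 615/665 nm) as the 665/615 ratio.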
Abeta yeast res: compounds reversing amyloid beta toxicity in yeast; yeast expressing A-beta42, growth rescue, OD600, 48 h; response scale: 0% DMSO, 100% iron-clioquinol control; Potency, µM (highest dose often 46.1 µM), for inactives: top-dose growth rescue, usual class: activators; actives 0.063% (n = 410,000); further: potency means the concentration at half of the fitted maximal effect; nearly all actives have a fitted effect of over 55% in size
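Yeast A-beta toxicity model in growth medium with pinned compounds, 48 h at 30 C; growth read as absorbance at 600 nm. Normalized to FeCl3/clioquinol equimolar mix (positive) and DMSO (negative).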
Nrf2 activator: Nrf2 pathway activation. AREc32 ARE-luciferase reporter (MCF7-derived line), luminescence, 24 h. Potency, µM (series often up to 46.1 µM), inactives show at the highest dose activation, hits mostly activators. actives 0.31% (n = 410,000). AID 624171; further: potency means the concentration at half of the fitted maximal effect; % of control where 0% means no effect; nearly all actives have a fitted effect of over 65% in size
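Each well held 1000 AREc32 cells, which were incubated with compound for 24 hr at 37 deg C after overnight attachment, and ARE reporter activity was quantified by firefly luciferase luminescence.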
The depositor's hits bear a star; i = inactive; ? = inconclusive; · = no result given; [ ] = remark or other dose. Unless noted, the call rests on the fitted dose curve; in most records, active means well fitted curve in the direction sought with a large enough effect; inconclusive means small, poorly fitted or top-dose-only effect, or another doubt; inactive means no such curve, though single readings can be large; an effect the other way counts as inactive or inconclusive.

compound,TGFb inhibitor,A549 tox,CCT modulator,HepG2 tox,MmCpn inh,Nrf2 inh,pAkt inh,Abeta yeast res,Nrf2 activator
O=[N+]([O-])c1ccc(CN2C=NS(=O)(=O)c3ccccc32)cc1,-6%,0%,-2.8,-1%,0%,?,i,-19%,0.3%
COCCn1c(N)c(N(Cc2ccccc2)C(=O)C(C)Oc2ccc(Br)cc2)c(=O)[nH]c1=O (stereo not given),2%,·,2.0,5%,·,·,i,-2%,-3.5%
COc1cc(C(=O)OCC(=O)NC(=O)C2CCCCC2)ccc1OC(F)F,0%,-6%,1.3,-11%,3%,?,i,11%,0.0%
CCCn1nc(C(=O)Nc2ccc(N3CCOCC3)cc2)c2ccccc2c1=O,11%,1%,-0.4,-3%,1%,-22%,i,12%,0.1%
Cc1c(NC(=O)NC(C)N2C(=O)C3C4C=CC(C4)C3C2=O)c(=O)n(-c2ccccc2)n1C (stereo not given),9%,-1%,2.1,-36%,-8%,4%,i,13%,0.1%
Cc1cccc2sc(NC(=O)CSc3nnnn3C)nc12,3%,-4%,-2.6,-12%,0%,4%,i,-2%,24%
CCOC(=O)c1c(S(=O)(=O)NCc2ccco2)c(C)n(C)c1C,3%,2%,-3.4,-45%,2%,4%,i,-1%,-0.4%
CC1C(=O)N2CCCc3cc(NC(=O)C(=O)NCc4ccccn4)cc1c32 (stereo not given),-13%,-5%,-3.1,-6%,-1%,-25%,i,16%,2.8%
CCN(CC)S(=O)(=O)c1cc(NC(=O)C(C)N(C)CC(=O)Nc2c(C)cccc2C)ccc1C (stereo not given),-16%,?,-0.8,-9%,1%,16µM*,i,-5%,3.2%
COC(=O)c1ccc(NC(=O)CCc2c(C)nn(-c3ccc(N4CCCC4)nn3)c2C)cc1,-2%,1%,·,-20%,·,?,·,1%,0.6%
CCCCNc1c(-c2ccccn2)nc2nc(C)cc(C)n12,·,·,0.4,·,·,·,i,4%,-2.6%
CC1(c2ccccc2)NC(=O)N(CC(=O)Nc2cc(C(F)(F)F)ccc2N2CCCCC2)C1=O (stereo not given),?,?,-1.6,-26%,·,?,i,10%,-0.4%

Arranged by SMILES length (ascending): some entries from above
compound,TGFb inhibitor,A549 tox,CCT modulator,HepG2 tox,MmCpn inh,Nrf2 inh,pAkt inh,Abeta yeast res,Nrf2 activator
CCCn1nc(C(=O)Nc2ccc(N3CCOCC3)cc2)c2ccccc2c1=O,11%,1%,-0.4,-3%,1%,-22%,i,12%,0.1%
COC(=O)c1ccc(NC(=O)CCc2c(C)nn(-c3ccc(N4CCCC4)nn3)c2C)cc1,-2%,1%,·,-20%,·,?,·,1%,0.6%
CC1(c2ccccc2)NC(=O)N(CC(=O)Nc2cc(C(F)(F)F)ccc2N2CCCCC2)C1=O (stereo not given),?,?,-1.6,-26%,·,?,i,10%,-0.4%
CCN(CC)S(=O)(=O)c1cc(NC(=O)C(C)N(C)CC(=O)Nc2c(C)cccc2C)ccc1C (stereo not given),-16%,?,-0.8,-9%,1%,16µM*,i,-5%,3.2%
Cc1c(NC(=O)NC(C)N2C(=O)C3C4C=CC(C4)C3C2=O)c(=O)n(-c2ccccc2)n1C (stereo not given),9%,-1%,2.1,-36%,-8%,4%,i,13%,0.1%

More records.
compound,TGFb inhibitor,A549 tox,CCT modulator,HepG2 tox,MmCpn inh,Nrf2 inh,pAkt inh,Abeta yeast res,Nrf2 activator
COc1ccc(NC(=O)c2ccco2)c([N+](=O)[O-])c1,6%,-14%,-1.4,-3%,-3%,3%,i,-3%,12%
Cc1cc(C)n2nc(-c3cnn(C)c3C(F)(F)F)c(Cl)c2n1,-1%,-4%,0.3,-12%,2%,-15%,i,5%,4.5%
Cc1cc(NCc2ccco2)nc(N2CCC(C(=O)NC3CCCCC3)CC2)n1,-11%,-14%,-0.1,-26%,0%,-17%,i,-5%,2.3%
CCCc1ccc2oc(C(=O)N(C)Cc3nccs3)c(C)c2c1,?,5%,-0.6,-35%,0%,?,i,-24%,-0.2%
CC(C)(C)NC(=O)Cn1c(=O)oc2cc(S(=O)(=O)N3CCc4ccccc43)ccc21,-8%,5%,-3.7,7%,-1%,-8%,i,-12%,-0.5%
Cn1c(SCc2ccc(Br)cc2)nc2c(c1=O)SCC2,20%,7%,-2.1,-18%,-1%,?,i,-22%,-0.7%
Cc1ccc(-c2nc(CN(C)Cc3ccc4nccnc4c3)c(C)o2)s1,-3%,-10%,-0.6,-2%,-7%,-17%,i,-7%,0.0%
N#Cc1ccccc1NC(=O)COC(=O)CSc1nc2ccccc2o1,-9%,3%,-0.9,-33%,0%,·,i,0%,-0.4%
O=C(CNC(=O)c1ccccc1F)Nc1ccc2c(c1)CCC2,-27%,1%,-1.2,9%,0%,?,i,1%,2.5%
Cc1ccc(S(=O)(=O)/N=C2/C=C(C3C(=O)CC(C)(C)CC3=O)C(=O)c3ccccc32)cc1,?,7%,-14,-76%,-5%,20%,i,-37%[inhibitor],-2.1%
C=CCn1c(=O)[nH]c2nc3cc(N=CN(C)C)c(C)cc3nc2c1=O,20%,0%,-3.0,-3%,-2%,0%,i,4%,1.2%
COc1cccc(N(C(=O)c2snc(C(N)=O)c2N)C(C(=O)NCC2CCCO2)c2ccc3ncccc3c2)c1 (stereo not given),7%,1%,-0.5,8%,-10%,4%,i,1%,-0.3%

compound,TGFb inhibitor,A549 tox,CCT modulator,HepG2 tox,MmCpn inh,Nrf2 inh,pAkt inh,Abeta yeast res,Nrf2 activator
CN1CCN(c2nc3ccccc3nc2C(C#N)C(=O)OC2CCCCC2)CC1 (stereo not given),?,-5%,-1.2,-41%,0%,8%,i,0%,0.4%
CCN1CCN(c2nc(N)c([N+](=O)[O-])c(Nc3ccc(C)c(C)c3)n2)CC1,18%,2%,0.9,34%,0%,16%,i,-19%,-0.3%
O=C(CSc1nnc(-c2ccncc2)n1Cc1ccco1)c1ccc(Cl)cc1,-8%,2%,-3.3,1%,-1%,-13%,i,16%,15%
CSC1=NCCN1C(=O)c1c(-c2ccccc2Cl)noc1C,-3%,-2%,-0.4,4%,-1%,5%,i,20%,-1.5%
COCCNC(=O)Cn1cc2c(n1)CCC(C)C2 (stereo not given),-5%,-5%,-1.8,14%,-2%,3%,i,5%,-0.1%
COP(=O)(OC)c1nc(-c2ccccc2)oc1NCc1ccccc1,-12%,1%,-0.7,-21%,0%,1%,i,10%,0.1%
COc1ccc(Br)cc1CNC(=O)C1CCN(S(=O)(=O)N2CCCCC2)CC1,-24%,0%,1.8,-4%,1%,-1%,i,-48%[inhibitor],0.1%
O=C(CCc1ccccc1)NC(=S)Nc1ccccc1[N+](=O)[O-],-17%,-1%,-0.8,-2%,2%,5%,i,?,0.5%
Cc1cc(NC(=O)C(C)SCC(=O)Nc2cc(Cl)ccc2N2CCN(C)CC2)no1 (stereo not given),4%,0%,1.9,12%,3%,-19%,i,19%,-0.4%
Cc1ccc(OCCCCN2CCCC(C)C2)c([N+](=O)[O-])c1 (stereo not given),0%,-1%,0.3,-3%,-5%,1%,i,3%,0.0%
O=C(CSc1nc2ccccc2o1)N/N=C/c1ccco1,0%,-14%,-1.0,-8%,-2%,?,·,-12%,23%
COC(=O)c1cc(Br)c(N)cc1OC,2%,4%,-2.7,-7%,1%,7%,i,2%,-0.7%

The last 2 entries of the section above open the next one:
compound,TGFb inhibitor,A549 tox,CCT modulator,HepG2 tox,MmCpn inh,Nrf2 inh,pAkt inh,Abeta yeast res,Nrf2 activator
O=C(CSc1nc2ccccc2o1)N/N=C/c1ccco1,0%,-14%,-1.0,-8%,-2%,?,·,-12%,23%
COC(=O)c1cc(Br)c(N)cc1OC,2%,4%,-2.7,-7%,1%,7%,i,2%,-0.7%
Cn1c(-c2ccc(F)cc2)cnc1SCC(=O)N1CCCCC1,-6%,0%,-0.2,0%,2%,?,i,9%,-0.9%
CCOC(=O)CSC1=N/C(=C\c2cccnc2)C(=O)N1c1ccc(OC)cc1,4%,-8%,1.0,2%,0%,17%,i,2%,0.5%
COc1ccc(/C=N/Nc2cc(C)nc(NS(=O)(=O)c3ccc(C)cc3)n2)cc1,13µM*,-8%,2.6,-46%,0%,?,i,3%,0.1%
O=C(NCC1CCCO1)c1ccc(COc2ccccc2Br)cc1 (stereo not given),14%,1%,-3.7,-23%,3%,?,i,14%,4.5%
CC(Sc1cnccn1)C(=O)O (stereo not given),-2%,7%,0.2,-1%,2%,6%,i,-23%,0.7%
CC(C)(C)NC(=O)NC(=O)CSc1nnc2ccccn12,-9%,10%,1.9,1%,-1%,3%,i,-13%,3.1%
CC(=O)Nc1ccc(NC(=O)c2ccc3sc([C@H]4C[C@H](O)[C@@H](CO)O4)nc3c2)cc1,-5%,·,1.3,-4%,·,·,i,-14%,-0.8%
Cc1cc(C)cc(NS(=O)(=O)c2ccc(-c3cnc(C4CC4)o3)cc2)c1,7.9µM*,2%,-2.8,-108%,-1%,0%,·,16%,3.9%
CNS(=O)(=O)c1cccc(C(=O)OCC(=O)c2c(N)n(C)c(=O)n(C)c2=O)c1,0%,-2%,0.2,15%,2%,1%,i,-12%,-0.1%
NC(=O)NC(=O)CC1S/C(=N/N=C2/NC(=O)CS2)NC1=O (stereo not given),-1%,-10%,0.4,6%,-1%,?,i,20%,-0.1%
Cc1cc(OCC(=O)N2CCOCC2)ccc1NC(=O)c1ccccc1C,-2%,1%,-1.5,-1%,0%,4%,i,-21%,-0.8%
